Bioassay records deposited in PubChem by National Center for Advancing Translational Sciences (NCATS).
PLK1 PBD inh – blocks phosphopeptide binding to human PLK1 polo-box domain. 360,000 compounds, 2.8% hits. Potency, µM, without a hit: max response, negative = inhibition, actives largely listed as inhibitors. AID 720504. Plk1 PBD binding of FITC phosphopeptide, fluorescence polarization. P53350; note: potency is the fitted concentration of half-maximal effect; series mostly up to about 57 µM; % is set by controls: 0 for no effect and ±100 for the full control effect; nearly all actives have a fitted effect of over 65% in size
Target sequence (P53350 whole entry, looked up, the tested form may be a part): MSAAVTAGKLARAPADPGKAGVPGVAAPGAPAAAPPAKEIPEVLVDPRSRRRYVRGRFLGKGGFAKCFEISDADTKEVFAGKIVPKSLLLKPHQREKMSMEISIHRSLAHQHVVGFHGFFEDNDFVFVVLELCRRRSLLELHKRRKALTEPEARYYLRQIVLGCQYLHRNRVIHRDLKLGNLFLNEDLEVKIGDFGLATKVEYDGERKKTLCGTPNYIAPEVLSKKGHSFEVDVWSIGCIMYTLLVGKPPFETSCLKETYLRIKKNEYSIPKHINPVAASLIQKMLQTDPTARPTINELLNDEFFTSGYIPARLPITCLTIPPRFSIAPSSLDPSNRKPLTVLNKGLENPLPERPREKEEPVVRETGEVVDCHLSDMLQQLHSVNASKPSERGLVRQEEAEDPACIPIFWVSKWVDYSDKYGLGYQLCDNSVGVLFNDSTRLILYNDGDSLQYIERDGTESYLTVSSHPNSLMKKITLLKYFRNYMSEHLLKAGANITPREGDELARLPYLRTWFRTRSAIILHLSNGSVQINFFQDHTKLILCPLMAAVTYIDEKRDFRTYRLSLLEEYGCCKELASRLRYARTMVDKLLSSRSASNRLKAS
PTHR1 agonist – PTHR1 (human) receptor agonism; 410,000 compounds, 0.075% hits; HEK293 GP2 PTHR1 cells, GloSensor cAMP luminescence, 1 h; AID 743266; Potency, µM (series often up to 115 µM), without a hit: top-dose activation, hits mostly activators; note: potency is the fitted concentration of half-maximal effect; nearly all actives have a fitted effect of over 55% in size; some results filed as inactive show a strong effect at the top dose; inactives centre near -15; many of its hits are not listed in these tables
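HEK-293-derived GP2 cells expressing PTHR1 and a GloSensor cAMP reporter, 3,000/well, plated overnight, given luciferin plus IBMX (each 0.5 mM as added) for 1 h at 37 °C, then compound for 1 h at 37 °C. Luminescence was read after 15 min at room temperature.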
GLP1R inv ag – acts as inverse agonist at human GLP-1 receptor | AID 624417 | HEK293 GLP-1R CRE-luciferase, luminescence, 24 h; GLP-1R form is constitutively active | P43220 | Potency, µM (series often up to 38.3 µM), without a hit: top-dose activity change, negative = inhibition, hits mostly inhibitors | 410,000 compounds, 1.6% hits; note: potency is the fitted concentration of half-maximal effect; % is set by controls: 0 for no effect and ±100 for the full control effect; nearly all actives have a fitted effect of over 55% in size
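Constitutively active GLP-1R drives a cAMP-responsive luciferase in stably transfected HEK293 cells; test compounds are added after overnight (12 h) attachment and left 24 hr, and signal loss in luminescence marks inhibition.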
GLP1R cytotox – cytotoxicity in counter-screen for GLP-1R inverse agonists; Potency, µM (top dose mostly 38.3 µM), without a hit: at the top dose activity change, negative = inhibition, most hits filed as inhibitors; HEK293 cAMP-luciferase reporter cells, luminescence, 24 h; 410,000 compounds, 0.13% hits;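 note: loss of luciferase light is scored as toxicity; potency is the fitted concentration of half-maximal effect; % is set by controls: 0 for no effect and ±100 for the full control effect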
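MLSMR compounds, 24 hr on cells at 37 deg C/5% CO2; luminescence after luciferase reagent (12 min RT). Inhibition counted as the undesired cytotoxic outcome.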
PI5P4K alpha inh – blocks human PI5P4K alpha kinase activity; P48426; PI5P4Kalpha enzyme, ADP-Glo luminescence, 60 min; hits give low values; max response, %; 330,000 compounds, 1.2% hits; AID 652105; active = max response of -50% or lower; inconclusive = between -30% and -50%; inactive = -30% or higher; note: value at the top dose of about 77 µM; % is set by controls: 0 for no effect and ±100 for the full control effect
Target sequence (P48426 whole entry, looked up): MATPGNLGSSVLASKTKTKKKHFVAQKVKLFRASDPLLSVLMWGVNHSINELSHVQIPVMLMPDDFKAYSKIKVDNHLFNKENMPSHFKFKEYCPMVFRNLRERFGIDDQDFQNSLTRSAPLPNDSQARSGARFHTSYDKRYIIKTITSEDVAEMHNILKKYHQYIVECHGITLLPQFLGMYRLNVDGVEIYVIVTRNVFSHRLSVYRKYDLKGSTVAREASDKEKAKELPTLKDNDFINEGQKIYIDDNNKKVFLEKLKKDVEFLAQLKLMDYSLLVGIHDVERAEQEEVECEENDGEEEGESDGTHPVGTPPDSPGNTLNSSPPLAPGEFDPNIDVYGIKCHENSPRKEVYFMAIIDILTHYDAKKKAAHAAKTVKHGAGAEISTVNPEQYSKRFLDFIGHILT
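qHTS, 1536-well: enzyme/substrate mix, compound by pin tool, 5 microM ATP final; RT 60 min; ADP-Glo reagents 1 (45 min) then 2 (30 min); luminescence.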
GLP1R ag – GLP-1 receptor (human) agonism; P43220; HEK293 GLP-1R CRE-luciferase, luminescence, 4-6 h; cells express a hypersensitive GLP-1R form; 380,000 compounds, 0.007% hits; Potency, µM (titrated, usually from 45.6 µM), for the others: at the highest dose activation, actives largely listed as activators; note: potency is the fitted concentration of half-maximal effect; % of control where 0% means no effect
IL2 activator – IL-2 activation | 360,000 compounds, 0.065% hits | activation, % (series mostly up to about 46 µM) | IL-2 activation reporter assay, cell-based qHTS; stimulated with anti-CD3/CD4/CD28 beads; in transgenic mouse T cells; in the data active = activation above about 50%; inconclusive = mostly about 30% to 49%; note: 0% is about no effect
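Screening format: compound pinned onto unstimulated transgenic mouse T cells, 60 min incubation, then anti-CD3/anti-CD4/anti-CD28 bead stimulation for 18 hours at 37 degrees C, followed by EGFP and DsRed detection.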
EPAC1 antag – blocks human EPAC1 exchange factor; O95398; EPAC1 GEF assay, Rap1b-BODIPY-GDP exchange fluorescence; Potency, µM (series often up to 115 µM), inactives show at the highest dose activity change, negative = inhibition, usual class: inhibitors; 360,000 compounds, 0.14% hits; AID 720709;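 note: potency is the fitted concentration of half-maximal effect; plate controls were vehicle for no effect and positive control for full effect; nearly all actives have a fitted effect of over 50% in size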
EPAC1 agonist – EPAC1 (human) agonism; O95398; EPAC1 agonist qHTS, biochemical assay; response scale: 100% = response to 6.5 mM cAMP; Potency, µM (highest dose often 154 µM), for inactives: at the highest dose activation, hits mostly activators; 360,000 compounds, 0.073% hits; AID 720707; note: potency is the fitted concentration of half-maximal effect; nearly all actives have a fitted effect of over 60% in size
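EPAC1 100 nM, Rap1B–BODIPY-GDP 250 nM, unlabeled GDP 50 uM; compound titration; 5 min RT; kinetic read ex480/em540 at 5-min intervals ×30 min; data normalized to 6.5 mM cAMP agonist control.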
* hit, by the source's call; [ ] = dose if it differs, or a comment. Unless noted, calls come from the whole dose curve; as a rule, active = well fitted curve in the direction sought with a large enough effect; inconclusive = small, poorly fitted or top-dose-only effect, or another doubt; inactive = no such curve, though single readings can be large; an effect the other way counts as inactive or inconclusive. Not all compounds are listed. The share of hits here may be higher or lower than overall.

For COc1cc2nc(CN3CCN(S(=O)(=O)c4ccc(C)c(C)c4)CC3)[nH]c(=O)c2cc1OC the results were PLK1 PBD inh -27%, PTHR1 agonist inactive, GLP1R inv ag -5%, GLP1R cytotox 22%, PI5P4K alpha inh 6, GLP1R ag 0%, IL2 activator -0.5, EPAC1 antag 0% and EPAC1 agonist 1%.
`CN(C(=O)COC(=O)c1ccc(Cl)nc1)c1c(N)n(Cc2ccccc2)c(=O)[nH]c1=O` gave PLK1 PBD inh -5%, PTHR1 agonist inactive, GLP1R inv ag 6%, GLP1R cytotox -6%, PI5P4K alpha inh -10, GLP1R ag -4%, IL2 activator 8.4, EPAC1 antag -5% and EPAC1 agonist -9%.
`Cc1noc(C)c1S(=O)(=O)N1CCC(C(=O)N2CCN(C(=O)c3ccco3)CC2)CC1` gave PLK1 PBD inh -1%, PTHR1 agonist inactive, GLP1R inv ag 1%, GLP1R cytotox 6%, PI5P4K alpha inh -4, GLP1R ag -5%, IL2 activator -2.7, EPAC1 antag 5% and EPAC1 agonist -4%.
COc1ccc2oc(=O)c(C(=O)N3CCN(c4ccc(C)cc4)CC3)cc2c1 was read as PTHR1 agonist -33%[inhibitor], GLP1R inv ag -2%, GLP1R cytotox -8% and GLP1R ag 0%.
For COc1ccc(S(=O)(=O)N(C)C[C@H]2Oc3c(NC(=O)Nc4ccc5c(c4)OCO5)cccc3C(=O)N([C@H](C)CO)C[C@@H]2C)cc1 the results were PLK1 PBD inh -4%, PTHR1 agonist inactive, GLP1R inv ag -2%, GLP1R cytotox -3%, PI5P4K alpha inh 2, GLP1R ag 2%, IL2 activator -3.0, EPAC1 antag -19% and EPAC1 agonist -16%.
For CCOc1c(Br)cc(C2NS(=O)(=O)N=C3CCCCCN32)cc1OC (configuration not stated) the results were PLK1 PBD inh -2%, PTHR1 agonist -17%, GLP1R inv ag 5%, GLP1R cytotox -14%, PI5P4K alpha inh -2, GLP1R ag 0%, IL2 activator 0.6, EPAC1 antag 10% and EPAC1 agonist 0%.
Screening Cc1ccc(-c2cc(C(F)F)nc3sc4c(=O)[nH]cnc4c23)cc1 returned PLK1 PBD inh -1%, PTHR1 agonist -45%[inhibitor], GLP1R inv ag 11%, GLP1R cytotox 25%, PI5P4K alpha inh -10, GLP1R ag -2%, IL2 activator -0.2, EPAC1 antag -13% and EPAC1 agonist 4%.
`Cc1cccc(C)c1NC(=O)C(C)c1ccc(-c2ccccc2)c(F)c1` (configuration not stated) gave PLK1 PBD inh -7%, PTHR1 agonist -14%[57.5 µM], GLP1R inv ag 10µM*, GLP1R cytotox -4%, PI5P4K alpha inh -2, GLP1R ag -13%, IL2 activator -0.9, EPAC1 antag 6% and EPAC1 agonist 1%.
CCOCC(=O)Nc1sc2c(c1C(=O)OCC)CCCC2 was read as PLK1 PBD inh -12%, PTHR1 agonist -27%, GLP1R inv ag 0%, GLP1R cytotox 23%, PI5P4K alpha inh 13, GLP1R ag 3%, IL2 activator -3.0, EPAC1 antag -26% and EPAC1 agonist -6%.
`Cc1c(C(=O)Nc2ccc(S(=O)(=O)Nc3ncccn3)cc2)oc2ccc(F)cc12` gave PLK1 PBD inh -8%, PTHR1 agonist -63%[inhibitor], GLP1R inv ag 12%, GLP1R cytotox 0%, PI5P4K alpha inh 5, GLP1R ag 10%, IL2 activator -1.9, EPAC1 antag -12% and EPAC1 agonist 15%.
Screening CC(O)(c1ccc(F)c(F)c1)c1nc(-c2ccccc2)cs1 (configuration not stated) returned PLK1 PBD inh -2%, PTHR1 agonist -22%, GLP1R inv ag inconclusive, GLP1R cytotox 6%, PI5P4K alpha inh 29, GLP1R ag 12%, IL2 activator -0.2, EPAC1 antag -14% and EPAC1 agonist 1%.
Screening O=C(COC(=O)c1ccc(Cl)nc1)Nc1ncc(Cl)cc1Cl returned PLK1 PBD inh -7%, PTHR1 agonist inactive, GLP1R inv ag 8%, GLP1R cytotox -1%, PI5P4K alpha inh -17, GLP1R ag 1%, IL2 activator -1.2, EPAC1 antag -7% and EPAC1 agonist 3%.
`O=C(NC1CC2CCCC(C1)N2C(=O)Nc1ccc(Cl)c(C(F)(F)F)c1)C1CC1` (configuration not stated) gave PLK1 PBD inh inconclusive, PTHR1 agonist inactive, GLP1R inv ag 10µM*, GLP1R cytotox -16%, PI5P4K alpha inh 0, GLP1R ag -7%, IL2 activator 0.2, EPAC1 antag -12% and EPAC1 agonist 7%.
Screening Cc1cc(C(=O)NC(Cc2c[nH]c3ccccc23)C(=O)O)c(C)o1 (configuration not stated) returned PLK1 PBD inh 0%, PTHR1 agonist -17%, GLP1R inv ag 2%, GLP1R cytotox -19%, PI5P4K alpha inh -4, GLP1R ag 0%, IL2 activator 0.4, EPAC1 antag -12% and EPAC1 agonist -14%.
O=c1oc(-c2ccccc2[N+](=O)[O-])nc2ccccc12 was read as PLK1 PBD inh -20%, PTHR1 agonist inactive, GLP1R inv ag 7%, GLP1R cytotox -8%, PI5P4K alpha inh 2, GLP1R ag -12%, IL2 activator 0.7, EPAC1 antag 1% and EPAC1 agonist 3%.
CC(C)C1NC(=S)N(C2CCCCC2)C1=O (configuration not stated) was read as PLK1 PBD inh -12%, PTHR1 agonist inactive, GLP1R inv ag -19%, GLP1R cytotox -2%, PI5P4K alpha inh 2, GLP1R ag -2%, IL2 activator 0.2, EPAC1 antag 0% and EPAC1 agonist 1%.
For Cc1cc(C)c(C)c(S(=O)(=O)N2CCN(C(=O)C3CSC4(C)CCC(=O)N34)CC2)c1C (configuration not stated) the results were PLK1 PBD inh -9%, PTHR1 agonist -11%, GLP1R inv ag -17%, GLP1R cytotox 1%, PI5P4K alpha inh -16, GLP1R ag 0%, IL2 activator -4.3, EPAC1 antag 4% and EPAC1 agonist 7%.
CCOc1ccccc1NC(=O)COC(=O)c1c[nH]c2ccccc12 was read as PLK1 PBD inh -7%, PTHR1 agonist 0%, GLP1R inv ag -19%, GLP1R cytotox -3%, PI5P4K alpha inh -7, GLP1R ag -1%, IL2 activator -0.5, EPAC1 antag 8% and EPAC1 agonist -1%.
`COC(=O)c1sc(NC(=O)c2c(C)noc2C)nc1C` gave PLK1 PBD inh -7%, PTHR1 agonist -30%, GLP1R inv ag 39%, GLP1R cytotox -12%, PI5P4K alpha inh -6, GLP1R ag 6%, IL2 activator -1.8, EPAC1 antag -9% and EPAC1 agonist 8%.
Screening O=C(CSc1ncnc2scc(-c3ccc(Cl)cc3)c12)NCc1ccc2c(c1)OCO2 returned PLK1 PBD inh 4%, PTHR1 agonist -23%[57.5 µM], GLP1R inv ag inconclusive, GLP1R cytotox inconclusive, PI5P4K alpha inh 2, GLP1R ag 1%, IL2 activator 1.3, EPAC1 antag 6% and EPAC1 agonist -3%.
For N#Cc1c(NC(=O)c2ccc([N+](=O)[O-])o2)sc2c1CCC2 the results were PLK1 PBD inh -27%, PTHR1 agonist -93%[inhibitor], GLP1R inv ag 21%, GLP1R cytotox 2%, PI5P4K alpha inh -3, GLP1R ag 3%, IL2 activator -4.8, EPAC1 antag 1% and EPAC1 agonist -6%.
Screening CC(C)C(NS(=O)(=O)c1ccc2c(c1)C(C)(C)C(=O)N2C)C(=O)NCc1ccccc1Cl (configuration not stated) returned PLK1 PBD inh -3%, PTHR1 agonist -14%, GLP1R inv ag 21%, GLP1R cytotox -5%, PI5P4K alpha inh 0, GLP1R ag 3%, IL2 activator 2.0, EPAC1 antag -3% and EPAC1 agonist -6%.
Nn1c(-c2ccco2)n[nH]c1=S was read as PLK1 PBD inh -10%, PTHR1 agonist inactive, GLP1R inv ag 3%, GLP1R cytotox 2%, GLP1R ag -8%, IL2 activator -1.5, EPAC1 antag 23% and EPAC1 agonist 0%.
For COc1cccc(CNC(=O)C2CCCN(S(=O)(=O)c3cccc4nonc34)C2)c1 (configuration not stated) the results were PLK1 PBD inh 11%, PTHR1 agonist -16%[57.5 µM], GLP1R inv ag 0%, GLP1R cytotox 1%, GLP1R ag -2%, IL2 activator 0.5, EPAC1 antag 1% and EPAC1 agonist 2%.
Screening COc1cc(OC)cc(OC(=O)c2ccc3c(=O)n4c(nc3c2)CCC4)c1 returned PLK1 PBD inh -8%, PTHR1 agonist -7%, GLP1R inv ag 7%, GLP1R cytotox 4%, PI5P4K alpha inh -23, GLP1R ag 14%, IL2 activator -0.7, EPAC1 antag -21% and EPAC1 agonist 3%.

3 entries from above, sorted by SMILES length, largest number first:
For Cc1cc(C)c(C)c(S(=O)(=O)N2CCN(C(=O)C3CSC4(C)CCC(=O)N34)CC2)c1C (configuration not stated) the results were PLK1 PBD inh -9%, PTHR1 agonist -11%, GLP1R inv ag -17%, GLP1R cytotox 1%, PI5P4K alpha inh -16, GLP1R ag 0%, IL2 activator -4.3, EPAC1 antag 4% and EPAC1 agonist 7%.
Screening O=C(CSc1ncnc2scc(-c3ccc(Cl)cc3)c12)NCc1ccc2c(c1)OCO2 returned PLK1 PBD inh 4%, PTHR1 agonist -23%[57.5 µM], GLP1R inv ag inconclusive, GLP1R cytotox inconclusive, PI5P4K alpha inh 2, GLP1R ag 1%, IL2 activator 1.3, EPAC1 antag 6% and EPAC1 agonist -3%.
Screening COc1cc(OC)cc(OC(=O)c2ccc3c(=O)n4c(nc3c2)CCC4)c1 returned PLK1 PBD inh -8%, PTHR1 agonist -7%, GLP1R inv ag 7%, GLP1R cytotox 4%, PI5P4K alpha inh -23, GLP1R ag 14%, IL2 activator -0.7, EPAC1 antag -21% and EPAC1 agonist 3%.
